PG9 binder: small molecules binding HIV-1 gp120 antibody PG9. TR-FRET gp120-PG9 antibody binding. inhibition, % at 6.7 µM. 0.43% of 360,000 active. AID 624416; in the data active means inhibition above about 8.5%
DAX1 inh-1: DAX1 (NR0B1) inhibition, primary screen; AID 652010; inhibition, % at 6.8 µM; 1.1% of 370,000 active; HEK293T StAR-luciferase reporter, SF-1/DAX-1 repression relief;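 active means inhibition above the mean over all tested compounds plus 3 SD, cut at about 3.6% in these data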;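 further: 0% = DAX-1 cells with DMSO and 100% = cells lacking DAX-1 with DMSO; higher inhibition means more luminescence from relief of DAX-1 repression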
SMARCA2 activ: activators of SMARCA2 function; MG213 cells, MMTV-luciferase reporter, dexamethasone, overnight; activation, % at 9.1 µM; 1% of 370,000 active; AID 652017; in the data active means activation above about 7.8%;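 further: 0% = vehicle wells and 100% = reference activator wells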
DAX1 inh-2: NR0B1 (DAX1) inhibition; P51843; HEK293 Gal4-DAX1 luciferase reporter, luminescence; inhibition, % at 6.75 µM; 0.99% of 340,000 active; AID 504766;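 active means inhibition above the mean over all tested compounds plus 3 SD, cut at about 4.2% in these data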;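 further: 0% = DAX1-transfected cells with DMSO and 100% = empty-vector control cells with DMSO; inhibition shows as a rise in luminescence from relieved DAX1 repression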
Target sequence (P51843 207-470 limits assumed): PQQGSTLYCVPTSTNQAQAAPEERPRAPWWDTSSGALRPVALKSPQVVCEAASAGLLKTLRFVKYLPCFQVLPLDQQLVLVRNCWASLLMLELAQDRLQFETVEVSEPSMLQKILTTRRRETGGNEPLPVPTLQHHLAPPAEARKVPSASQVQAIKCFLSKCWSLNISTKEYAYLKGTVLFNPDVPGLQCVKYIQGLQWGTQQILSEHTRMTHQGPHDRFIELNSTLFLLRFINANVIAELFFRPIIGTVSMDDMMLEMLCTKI
hcDAF12 agonist: activators of H. contortus DAF-12 nuclear receptor | HEK293 hcDAF-12 lit1-tk-luc reporter, luminescence; 0% DMSO, 100% Δ7-dafachronic acid | activation, % at 6.8 µM | 1.4% of 370,000 active | AID 652067;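 active means activation above the mean of all tested compounds plus 3 SD, cut at about 5.5% in these data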;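 further: 100% = response to 3 µM Δ7-dafachronic acid high control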
ssDAF12 agonist: activators of S. stercoralis DAF-12 nuclear receptor. 1% of 370,000 active. HEK293 ssDAF-12/GRIP1 lit1-tk-luc reporter, luminescence; % of 3 µM dafachronic acid response. activation, % at 6.8 µM;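 active means activation above the mean over all tested compounds plus 3 SD, cut at about 0.9% in these data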;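 further: 0% = DMSO-only wells and 100% = 3 µM delta7-dafachronic acid wells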
HGIII-sPLA2 inh: Blocks human group III sPLA2 activity. QFRET BODIPY PC-A2 liposome hydrolysis, fluorescence. inhibition, % at 12.2 µM. 0.56% of 370,000 active. AID 743126;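 active means inhibition above mean plus 3 SD of compounds lying within the high and low control bounds, cut at about 19% in these data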;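 further: 0% = median of test compound wells and 100% = no enzyme DMSO wells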
GAA850 FXN act: activators of GAA850 frataxin (FXN) promoter. activation, % at 6 µM. HEK293 lucGAA850 FXN promoter luciferase reporter, 24 h; percent of 10 µM SAHA response. 0.56% of 360,000 active;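 active means activation above the average of all compounds screened plus 3 SD, cutoff fixed separately per campaign, cut at about 7.5% in these data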;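 further: 0% = DMSO wells and 100% = 10 µM SAHA wells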
PLC-beta3 inh: PLC-beta3 (human) inhibition, primary screen; Q01970; 0.18% of 370,000 active; Purified PLC-beta3, fluorogenic substrate, fluorescence; inhibition, % at 12.2 µM; in the data active means inhibition above about 11%;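 further: 0% = median of compound wells on plate and 100% = full blocker control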
NR1D1 modulator: modulators of human Rev-erb alpha DNA binding; P20393; Rev-erbα–FITC-DNA binding, fluorescence polarization, 90 min; activity, % at 10 µM; 0.79% of 370,000 active; AID 1259318;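 active means activity above about 14%, limit read from the data; passing the limit was not always enough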;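 further: 0% = DMSO wells with 35 nM protein and 100% = DMSO wells with 750 nM protein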
Target sequence (P20393 whole entry, looked up): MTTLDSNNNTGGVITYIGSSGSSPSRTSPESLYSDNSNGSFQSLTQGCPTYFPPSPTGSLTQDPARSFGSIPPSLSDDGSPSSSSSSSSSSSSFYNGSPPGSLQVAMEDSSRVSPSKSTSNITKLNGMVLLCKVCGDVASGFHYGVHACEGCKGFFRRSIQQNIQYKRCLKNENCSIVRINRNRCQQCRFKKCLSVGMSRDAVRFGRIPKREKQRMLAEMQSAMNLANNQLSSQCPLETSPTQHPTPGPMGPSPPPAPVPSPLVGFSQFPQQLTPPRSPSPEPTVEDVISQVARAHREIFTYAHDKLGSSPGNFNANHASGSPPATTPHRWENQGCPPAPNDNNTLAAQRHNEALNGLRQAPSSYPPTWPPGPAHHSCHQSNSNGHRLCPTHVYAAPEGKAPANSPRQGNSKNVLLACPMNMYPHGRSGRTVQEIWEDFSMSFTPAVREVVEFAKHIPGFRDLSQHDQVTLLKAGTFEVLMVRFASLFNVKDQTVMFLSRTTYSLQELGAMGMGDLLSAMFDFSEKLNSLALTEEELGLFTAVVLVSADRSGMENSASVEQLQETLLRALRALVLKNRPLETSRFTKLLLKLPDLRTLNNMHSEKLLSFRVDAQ
hgDAF12 agonist: hgDAF-12 agonism, primary luciferase screen. HEK293 GAL4-hgDAF12 UAS-luciferase reporter, agonist luminescence; normalized to butyrate control. activation, % at 6.8 µM. 1.8% of 370,000 active;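 active means activation above a cutoff set at the mean of all screened compounds plus 3 SD, cut at about 10% in these data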;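 further: 0% = DMSO wells and 100% = sodium butyrate wells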
Active calls of the source: *; nt = not tested or not shown.

The line under a structure holds: SMARCA2 activ	PLC-beta3 inh	hgDAF12 agonist	NR1D1 modulator	hcDAF12 agonist	DAX1 inh-2	HGIII-sPLA2 inh	GAA850 FXN act	PG9 binder	ssDAF12 agonist	DAX1 inh-1
(1) O=C(NCCc1ccccc1F)[C@@H]1CSC2c3ccccc3C(=O)N21 (stereo not given in full)
  -4	-1	0.3	-1	0.2	0.4	-15	1.0	-0.9	-0.9	0.6
(2) CC1(C)CC(=O)c2cc(C(=O)N3CCN(CCO)CC3)c(=O)n(-c3ccc(Cl)cc3)c2C1
  -1	2	-0.4	-2	-0.6	0.3	5	1.2	-0.9	-1.5	-0.2
(3) Cc1c(C(=O)CN2CCN(c3ccccc3)CC2)c2ccccc2n1C
  0	-4	-2.3	-5	-2.6	0.7	-1	4.1	-0.2	-1.5	0.2
(4) COCCNC(C(=O)Nc1ccc([N+](=O)[O-])cc1Br)c1ccccc1 (stereo not given)
  -1	-1	1.8	3	-0.1	-0.8	-2	3.7	0.1	-1.7	-1.4
(5) CCOc1nc(OCC)c2cnn(C)c2n1
  5	2	0.8	3	-0.6	-0.3	5	2.2	0.4	-1.1	0.0
(6) COC(=O)[C@]12C[C@H](CC(=O)NCc3cccc(C(F)(F)F)c3)C(=O)N(Cc3cccc4ccccc34)C1=C[C@H](C(C)C)O[C@@H]2C1CC1
  -3	1	1.3	-6	-0.2	nt	-18	nt	nt	-0.8	-0.4
(7) CN1c2ccsc2C(O)=C(C(=S)Nc2ccccc2)S1(=O)=O
  1	-268	-0.5	0	-0.9	1.1	-5	-0.8	-4.1	-1.3	-0.6
(8) COc1cc(C2NC(=O)NC(C)=C2C(=O)OCC2CCCO2)cc(OC)c1OC (stereo not given)
  -1	0	-1.7	1	1.2	1.6	2	-1.9	2.0	-1.2	0.3
(9) O=C(Nc1cccc(O)c1)C1CCCN1C(=O)OCc1ccccc1 (stereo not given)
  1	0	-0.3	-1	-2.0	-0.1	3	-2.8	-1.8	-1.1	0.0
(10) COc1ccc2c(c1OC)C(=O)N1c3ccccc3N=C(c3ccc([N+](=O)[O-])cc3)CC21 (stereo not given)
  -2	3	2.7	-4	-1.8	-0.2	0	-0.8	-1.2	0.1	-0.3
(11) Cc1cccc(OCCC(=O)Nc2ccc(F)c(F)c2)c1
  -5	0	-0.3	2	0.8	-0.3	-10	-0.2	-0.9	-1.2	-0.4
(12) COC(=O)[C@]12C[C@H](CC(=O)N3CCOCC3)C(=O)N(Cc3ccccc3)C1=C[C@H](C1CCCC1)O[C@@H]2C
  -2	3	-2.3	-2	-2.8	nt	-4	nt	0.2	-1.4	0.9
(13) CCC(=O)N1CCN=C1SCc1ccccc1
  0	-1	-1.9	5	-1.2	0.1	7	3.8	4.0	-2.2	0.9
(14) CCn1c(=O)cc(SCC(=O)N2CCN(c3ccccn3)CC2)c2ccccc21
  -3	-5	-0.4	-10	-1.7	1.3	7	-1.1	-1.4	-1.9	-1.0
(15) COc1ccc(-c2ccc(N)cn2)cn1
  1	-6	3.4	-1	0.0	0.9	8	1.4	-1.6	-0.6	0.9
(16) CC(=O)Nc1c2c(nn1-c1ccccc1C)CS(=O)C2 (stereo not given)
  -3	-4	-1.9	-4	-0.2	1.1	8	3.2	-0.3	-1.3	0.0
(17) CN1C(=O)N(C)c2cccc3cccc1c23
  -2	-1	-2.2	-3	-2.1	-0.6	2	-0.3	-6.0	-1.6	-0.1
(18) NC(=O)NCC(=O)N1CCN(S(=O)(=O)c2ccc(Cl)s2)CC1
  0	-3	-1.8	2	-0.7	0.2	4	2.0	0.1	-1.2	-0.9
(19) Cc1cccc(NC(=O)COC(=O)CN2C(=O)C3CCCCC3C2=O)c1C (stereo not given)
  -3	-4	1.9	5	0.7	2.0	1	1.4	-0.5	-1.5	-1.5
(20) O=C(COc1ccc(Cl)cc1)NCc1nnc(SCC(=O)Nc2ccc(F)cc2F)o1
  -5	-1	-0.1	-1	-1.4	0.6	2	1.7	1.2	-1.8	-0.5

Quoted at random: 3 entries already listed.
The line under a structure holds: SMARCA2 activ	PLC-beta3 inh	hgDAF12 agonist	NR1D1 modulator	hcDAF12 agonist	DAX1 inh-2	HGIII-sPLA2 inh	GAA850 FXN act	PG9 binder	ssDAF12 agonist	DAX1 inh-1
(5) CCOc1nc(OCC)c2cnn(C)c2n1
  5	2	0.8	3	-0.6	-0.3	5	2.2	0.4	-1.1	0.0
(4) COCCNC(C(=O)Nc1ccc([N+](=O)[O-])cc1Br)c1ccccc1 (stereo not given)
  -1	-1	1.8	3	-0.1	-0.8	-2	3.7	0.1	-1.7	-1.4
(16) CC(=O)Nc1c2c(nn1-c1ccccc1C)CS(=O)C2 (stereo not given)
  -3	-4	-1.9	-4	-0.2	1.1	8	3.2	-0.3	-1.3	0.0

The list continues.
The line under a structure holds: SMARCA2 activ	PLC-beta3 inh	hgDAF12 agonist	NR1D1 modulator	hcDAF12 agonist	DAX1 inh-2	HGIII-sPLA2 inh	GAA850 FXN act	PG9 binder	ssDAF12 agonist	DAX1 inh-1
(21) COCCNC(=O)c1cc2c(=O)[nH]c3ccccc3c2s1
  -2	-173	-1.7	3	-0.4	0.4	11	2.8	0.6	-1.4	0.5
(22) O=C(NCC1CCCO1)c1cccc(N2C(=O)C3C4C=CC(C4)C3C2=O)c1 (stereo not given)
  1	5	0.2	-1	-0.5	0.8	2	-2.0	0.6	-1.2	-0.2
(23) Cc1ccc(/C(O)=C2\C(=O)C(=O)N(Cc3cccnc3)C2c2ccccc2[N+](=O)[O-])cc1 (stereo not given)
  2	-162	13*	3	9.7*	0.3	-1	2.9	-0.1	1.7*	2.2
(24) COc1ccc(F)cc1-c1cc(NC=O)c2ncc(-c3cccc(C(F)(F)F)c3)n2c1
  2	-7	-6.8	-5	0.2	nt	6	-1.2	0.3	-1.0	-1.3
(25) Cc1ccc(C(=O)CC(=O)c2ccc(C)cc2O)cc1
  0	-27	5.0	2	-1.2	-0.4	-16	1.2	-0.5	-0.8	0.2
(26) Cc1ccc(/C=C/c2nnc(-c3cccc(C)c3)o2)cc1
  9.3*	3	7.4	-4	2.1	1.6	18	-1.6	0.2	-1.1	1.8
(27) O=C(COC(=O)/C=C/c1nc2ccccc2s1)Nc1ccccc1Oc1ccccc1
  -2	3	-0.2	-3	5.1	-0.6	8	3.3	0.3	-0.6	0.2
(28) O=C(NC(=S)NNS(=O)(=O)c1ccccc1)c1ccc([N+](=O)[O-])cc1
  1	2	-3.7	-3	1.6	1.5	2	1.1	-0.8	-1.5	-0.1
(29) CN(C)/C=C(\C#N)C(=O)N/N=C/c1ccccc1
  2	-1	1.4	-4	-0.2	-0.6	1	2.7	-0.7	-1.0	0.3
(30) O=C(Nc1ccc(S(=O)(=O)Nc2ncccn2)cc1)c1ccc2ncsc2c1
  2	-22	-5.7	-4	-2.8	1.3	-6	-4.7	-0.1	-2.0	-0.6
(31) O=C(Nc1ccc(N2CCN(C(=O)c3ccc(Cl)cc3)CC2)cc1)c1ccc2c(c1)OCCO2
  -6	2	-0.5	1	-3.0	-1.2	7	-8.4	1.2	-2.7	-2.0
(32) CCOC(=O)c1cnn(-c2ccccc2)c1-c1ccncc1
  -4	-2	-1.0	3	1.1	0.3	8	0.9	-1.3	-1.8	-0.1
(33) CCc1ccc(NC(=O)CC2C(=O)N(c3ccc(C)cc3)C(=O)N2CCc2ccncc2)cc1 (stereo not given)
  -2	-3	-5.4	-5	-0.1	-0.8	-21	-1.4	-0.5	-0.4	-0.8
(34) Cc1ccccc1-n1c(C)nnc1SCC(=O)N(C)C1CCS(=O)(=O)C1 (stereo not given)
  -3	1	-1.0	1	0.2	0.4	2	0.2	-0.7	-0.6	0.2
(35) O=C(CCc1ccc(O)cc1)c1c(O)cc(O)cc1O[C@@H]1O[C@H](CO)[C@@H](O)[C@H](O)[C@H]1O
  -2	7	0.2	9	0.7	-0.4	-9	4.3	-0.8	-1.2	-1.2
(36) CCC(=O)c1ccccc1OCCSc1nc(C)cc(=O)[nH]1
  1	6	1.4	3	-1.1	-0.3	7	1.9	1.8	-0.5	-0.1
(37) Cc1cc(C)cc(OC(=O)N2CCOCC2)c1
  2	-1	-1.7	-6	-1.4	1.3	3	0.1	-0.6	-1.6	0.5
(38) Cc1ccc(C(=O)N2CCCC(N3CCN(c4ccccc4F)CC3)C2)s1 (stereo not given)
  3	-3	-0.7	5	-1.7	-0.5	1	1.3	-2.5	-0.9	-1.2
(39) O=C(Cc1ccccc1)Nc1ncccn1
  0	4	0.7	2	-0.8	2.2	1	0.5	0.1	-0.8	0.1
(40) Cc1ccc2cc(CNC(C)(C)C)c(=O)[nH]c2c1
  -1	-176	-0.1	2	2.1	1.5	7	-1.0	0.2	-0.1	0.5
(41) COCCn1c(SCC(=O)Nc2cccnc2Cl)nc2cc(Cl)ccc2c1=O
  -4	-6	0.0	-10	0.9	1.1	13	3.5	-1.5	-1.2	-1.2
(42) Cc1ccc(/C=C2/SC(=S)N(CCCC(=O)Nc3ccc(O)cc3)C2=O)cc1
  -7	-1	-18	-3	-7.7	-2.2	-39	-15	-0.5	-3.4	-2.9
(43) Cc1cccc(-c2cccc(NC(=O)C3CCCN(C(=O)c4ocnc4C)C3)c2)c1 (stereo not given)
  -2	-9	-1.0	4	-0.6	-0.3	-13	1.9	-0.1	-1.6	-2.3
(44) COc1ccc(NC(=O)N(Cc2cc3ccc(OC)cc3[nH]c2=O)CC2CCCO2)cc1 (stereo not given)
  -1	4	-2.2	-3	-0.4	0.8	-7	-3.0	-1.7	-0.6	0.1
(45) N#C/C(C(=O)Oc1ccccc1)=C1/Nc2ccccc2-c2ccccc21
  -1	1	1.2	44*	-0.5	-0.2	-9	-2.5	1.7	-0.8	-0.1
(46) CCOc1ccccc1NC(=O)C(Sc1ccccc1)c1ccccc1 (stereo not given)
  0	-2	1.0	7	-1.1	-0.3	-11	0.8	0.3	-0.8	-0.5
(47) Cn1c2c(c(=O)n(C)c1=O)C(c1ccc(Br)cc1)C(C#N)=C(N)N2 (stereo not given)
  -2	-5	-2.3	0	0.9	2.1	8	1.0	-1.9	-1.1	0.1

Random draw from the library; overall some 7% were active at least once.
